hcGAS lum = human cGAS inhibition. inhibition, % at 12.5 µM. recombinant h-cGAS, ATP depletion, Kinase-Glo luminescence. 0.081% of 290,000 active. AID 1259398. Q8N884;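 further: 0% = vehicle reaction and 100% = reaction without DNA for no activity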
Target sequence (Q8N884 whole entry, looked up): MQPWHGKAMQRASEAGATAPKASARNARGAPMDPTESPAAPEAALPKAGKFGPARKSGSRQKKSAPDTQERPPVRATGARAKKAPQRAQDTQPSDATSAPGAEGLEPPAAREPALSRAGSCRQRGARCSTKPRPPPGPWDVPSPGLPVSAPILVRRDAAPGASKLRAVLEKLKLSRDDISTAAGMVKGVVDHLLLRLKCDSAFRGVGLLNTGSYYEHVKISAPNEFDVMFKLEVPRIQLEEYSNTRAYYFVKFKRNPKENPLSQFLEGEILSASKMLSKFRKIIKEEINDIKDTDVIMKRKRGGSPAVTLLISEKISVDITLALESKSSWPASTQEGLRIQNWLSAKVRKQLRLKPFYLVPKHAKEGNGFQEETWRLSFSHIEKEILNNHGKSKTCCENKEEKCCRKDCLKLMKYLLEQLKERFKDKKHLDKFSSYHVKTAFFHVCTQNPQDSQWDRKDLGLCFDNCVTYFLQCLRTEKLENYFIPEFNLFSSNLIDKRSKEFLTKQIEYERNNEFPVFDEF
NPYLR7 ag = mosquito NPYLR7 agonism | 0.15% of 270,000 active | activation, % at 10 µM | HEK293T NPYLR7/Galpha15, GCaMP6s calcium fluorescence | AID 1259423; in the data active means activation above about 40%;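 further: 0% = vehicle and 100% = reference agonist at the receptor; some compounds past the cut are filed as inactive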
mcGAS lum = mouse cGAS inhibition by luminescence; Q8C6L5; recombinant cGAS, Kinase-Glo ATP depletion luminescence; inhibition, % at 12.5 µM; 0.15% of 160,000 active; AID 1259399;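 further: 0% = negative control wells and 100% = reference inhibitor with no enzyme activity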
* hit, by the source's call. Unless noted, no stated cut-off is given here; in the data, active means inhibition above about 40%; inactive means the rest.

Screening O=C(c1cc(-c2ccccc2F)n[nH]1)N1CCC2(CCCN(Cc3ccccc3F)C2)C1 (stereo not given) returned hcGAS lum 2.0, NPYLR7 ag -3.9 and mcGAS lum -1.2.
`CN(Cc1ccc(C(N)=O)cc1)C(=O)NCCc1cn2c(n1)CCCC2` gave hcGAS lum -1.5 and NPYLR7 ag 5.0.
For O=C(CC1(O)C(=O)Nc2ccccc21)c1cc2ccccc2oc1=O (stereo not given) the results were hcGAS lum -5.3, NPYLR7 ag 16.5 and mcGAS lum -3.8.
For COc1ccc(N2C(=O)CSC2c2cccc(Br)c2)c(OC)c1 (stereo not given) the results were hcGAS lum 2.3 and NPYLR7 ag 2.2.
Cc1nc2nc(N)nn2c(C)c1CC(=O)NCCC(C)c1ccccc1 (stereo not given) was read as hcGAS lum -3.2 and NPYLR7 ag -6.8.
Screening CCCC1(CO)CCCN1C(=O)COCC (stereo not given) returned hcGAS lum -13.4 and mcGAS lum -7.0.
COc1ccc2nc(C)c(C(=O)NC34CC5CC(CC(C5)C3)C4)cc2c1 was read as hcGAS lum -15.4 and NPYLR7 ag 10.8.
NCC1CN(Cc2cc(CN3CCCC3)cs2)CCO1 (stereo not given) was read as hcGAS lum 0.4 and NPYLR7 ag 5.0.
Screening CCc1nc2ccc(C(=O)N3CCN(C)CC3)cn2c1N(C)CCC(C)C returned hcGAS lum -8.6, NPYLR7 ag -5.9 and mcGAS lum -2.4.
Screening O=[N+]([O-])c1cc(S(=O)(=O)N2CCc3nc(-c4ccccc4)nc(N4CCOCC4)c3C2)ccc1Cl returned hcGAS lum -2.5, NPYLR7 ag 11.0 and mcGAS lum -3.6.
For OCC1(Cc2ccccc2)CCCN(C2CCCC2)C1 (stereo not given) the results were hcGAS lum -4.8, NPYLR7 ag -8.1 and mcGAS lum -5.9.
O=C(c1cccc([N+](=O)[O-])c1)N(CCN1CCOCC1)c1nc2c(F)cccc2s1 was read as hcGAS lum -6.7 and NPYLR7 ag 13.1.
`Nc1cccc2oc(C(F)(F)F)nc12` gave hcGAS lum -5.8, NPYLR7 ag 1.3 and mcGAS lum -15.0.
For CN(CCOc1ccc(F)cc1)Cc1nc2cc(Cl)ccc2c(=O)[nH]1 the results were hcGAS lum -0.9 and NPYLR7 ag 12.3.
`Cc1nnc(-c2cc3ccccc3n2CC(=O)NC(C)(C)C)o1` gave hcGAS lum -2.3, NPYLR7 ag -8.2 and mcGAS lum -9.9.
CNC(=O)[C@@H]1C[C@H](N)CN1C(=O)C1Cc2ccccc2C1 was read as hcGAS lum -9.4 and NPYLR7 ag 1.3.
`CCOc1cc(/C=C2/SC(N)=NC2=O)ccc1OCc1ccc([N+](=O)[O-])cc1` gave hcGAS lum 1.7, NPYLR7 ag 6.9 and mcGAS lum -1.3.
COc1ccc(C(=O)N(C)Cc2c(C)nn(-c3ccccc3)c2C)cn1 was read as hcGAS lum -0.5 and NPYLR7 ag 4.1.
For CC(=O)c1cc(C)ccc1OC(=O)c1ccc(Br)cc1 the results were hcGAS lum -0.1, NPYLR7 ag 6.6 and mcGAS lum -0.2.
Screening COc1cccc(C(=O)NCCn2ncc3c(=O)n(Cc4ccccc4C)cnc32)c1OC returned hcGAS lum -1.4, NPYLR7 ag -6.4 and mcGAS lum -0.4.
For COCCCNC(=O)N1CCC(Oc2cc(N3CCCC3)ncn2)C1 (stereo not given) the results were hcGAS lum -7.3 and mcGAS lum -3.5.
Screening O=C(Cc1ccccc1)N1CCCC(OCc2cccc(C(F)(F)F)c2)C1 (stereo not given) returned hcGAS lum 0.5 and NPYLR7 ag -5.8.
Screening Cc1nnc(SCC(=O)NCc2cccc(-c3ccccc3)c2)s1 returned hcGAS lum -4.7, NPYLR7 ag -1.6 and mcGAS lum -9.0.
Cn1c(=O)c2c(nc(CN3CCN(CCO)CC3)n2CCc2ccccc2)n(C)c1=O was read as hcGAS lum -8.2, NPYLR7 ag 1.6 and mcGAS lum -8.8.
`CC1(C(=O)NCc2cccc3ccccc23)CCN1Cc1ccc(OC(F)(F)F)cc1` (stereo not given) gave hcGAS lum 6.1 and NPYLR7 ag 2.3.
For S=c1[nH]nc(-c2ccc(Cl)cc2Cl)n1N=Cc1ccncc1 the results were hcGAS lum -4.9, NPYLR7 ag 2.6 and mcGAS lum 6.4.
`Cc1ccc2cc(CCNC(=O)c3ccccc3C(F)(F)F)c(=O)[nH]c2c1C` gave hcGAS lum -9.2 and NPYLR7 ag 2.2.
`CCN1CCc2c(sc(NC(=O)c3ccn(C)n3)c2-c2nc3ccccc3s2)C1` gave hcGAS lum 5.0 and mcGAS lum 10.9.
Screening CNS(=O)(=O)c1scc(Br)c1Br returned hcGAS lum -5.5 and NPYLR7 ag 2.4.
`COCCN(Cc1c(-c2ccccc2)noc1N1CCCC1)C(=O)c1cccc(C(F)(F)F)c1` gave hcGAS lum -6.4, NPYLR7 ag 21.2 and mcGAS lum -9.8.
For Cc1ccsc1CN(Cc1ccc2c(c1)OCO2)C(=O)CN(C(=O)C1CCCC1)C1CC1 the results were hcGAS lum 2.1, NPYLR7 ag -3.1 and mcGAS lum -2.3.
For COc1cc(OC)cc(-n2c(-c3nccc4ccccc34)n[nH]c2=S)c1 the results were hcGAS lum -4.0 and NPYLR7 ag -6.4.
`O=c1[nH]ncc(N/N=C2\CCOc3c(Br)cccc32)c1Cl` gave hcGAS lum -6.4, NPYLR7 ag 15.7 and mcGAS lum -14.8.
Screening COc1cccc(OC)c1OCc1nc(CN(C(=O)Cc2ccccc2)C2CC2)cs1 returned hcGAS lum -4.0, NPYLR7 ag -8.0 and mcGAS lum -9.6.
For CC1(C)OC(=O)N(c2ccccc2)C12C=Cc1cc(Br)cc([N+](=O)[O-])c1O2 (stereo not given) the results were hcGAS lum -6.7, NPYLR7 ag -0.3 and mcGAS lum -8.1.
`CC1(C(=O)NS(=O)(=O)c2ccc(Cl)cc2)CCN1C(=O)COc1ccc(Cl)cc1` (stereo not given) gave hcGAS lum -6.5 and NPYLR7 ag 3.6.
O=C(c1cc2ccccc2oc1=O)N1CCCC(Nc2ccc3c(c2)OCCO3)C1 (stereo not given) was read as hcGAS lum -1.2 and NPYLR7 ag 2.7.
`COc1ccc(C(=O)N2C[C@H](O)[C@@H](N3CCCN(C(C)=O)CC3)C2)cc1` gave hcGAS lum -9.6 and NPYLR7 ag 1.8.
`CCCCN(CC(=O)N1CCc2sccc2C1c1ccc(Cl)cc1)C(=O)CCC(=O)OCC` (stereo not given) gave hcGAS lum -3.5, NPYLR7 ag 9.5 and mcGAS lum -3.1.
For CCOC(=O)CCCNC(=O)N1CCN(c2ncccc2NC(=O)c2ccc3c(c2)OCO3)CC1 the results were hcGAS lum -2.3, NPYLR7 ag 35.3 and mcGAS lum -7.8.
Screening Cc1ccc(CN2CCN(c3cncc(C(N)=O)n3)CC2)c2cccnc12 returned hcGAS lum -7.8, NPYLR7 ag -7.7 and mcGAS lum -8.7.
Screening Cc1ccccc1CN1C(=O)C2(SC(C)(C)CN2C(=O)c2ccc(Cl)cc2)c2ccccc21 (stereo not given) returned hcGAS lum -5.4, NPYLR7 ag -2.1 and mcGAS lum -5.1.
CC1CCN(c2ccc(S(=O)(=O)C(C)(C)C)nn2)CC1 was read as hcGAS lum -10.3 and mcGAS lum -5.4.
CC(C)OC(=O)C(C#N)=Cc1ccc([N+](=O)[O-])o1 was read as hcGAS lum -7.0 and NPYLR7 ag 4.9.
O=[N+]([O-])c1ccc2[nH]c(O)c(N=Nc3ccccc3[N+](=O)[O-])c2c1 was read as hcGAS lum -13.2 and NPYLR7 ag 6.8.
`CCCN(C)c1cc(C)nc(SCc2ccc(C(=O)NC3CC3)o2)n1` gave hcGAS lum -1.5, NPYLR7 ag -10.5 and mcGAS lum 1.5.
For Cc1ccc(OCCNC(=O)N(C)CC(=O)Nc2ccccc2Cl)c(C)c1 the results were hcGAS lum -6.7, NPYLR7 ag -1.7 and mcGAS lum -15.9.
Screening CCc1noc(C)c1C(=O)N1CCC(Cc2cccc(C(=O)O)c2)C1 (stereo not given) returned hcGAS lum -6.5, NPYLR7 ag 5.9 and mcGAS lum -10.5.
Screening O=C(Nc1cccc(O)c1)c1cnn2c1NC(c1ccco1)CC2C(F)(F)F (stereo not given) returned hcGAS lum -2.3, NPYLR7 ag 2.1 and mcGAS lum -5.2.
For Cc1onc(-c2ccccc2Cl)c1C(=O)NC1CCCCCCCCCCC1 the results were hcGAS lum -4.1, NPYLR7 ag -1.6 and mcGAS lum -5.8.

Quoted at random: 2 records from the list, in no set order.
Screening Cc1ccccc1CN1C(=O)C2(SC(C)(C)CN2C(=O)c2ccc(Cl)cc2)c2ccccc21 (stereo not given) returned hcGAS lum -5.4, NPYLR7 ag -2.1 and mcGAS lum -5.1.
Screening CCc1noc(C)c1C(=O)N1CCC(Cc2cccc(C(=O)O)c2)C1 (stereo not given) returned hcGAS lum -6.5, NPYLR7 ag 5.9 and mcGAS lum -10.5.

7 entries already listed, ordered by molecular weight, smallest number first.
CC(C)OC(=O)C(C#N)=Cc1ccc([N+](=O)[O-])o1 was read as hcGAS lum -7.0 and NPYLR7 ag 4.9.
CC1CCN(c2ccc(S(=O)(=O)C(C)(C)C)nn2)CC1 was read as hcGAS lum -10.3 and mcGAS lum -5.4.
`CCCN(C)c1cc(C)nc(SCc2ccc(C(=O)NC3CC3)o2)n1` gave hcGAS lum -1.5, NPYLR7 ag -10.5 and mcGAS lum 1.5.
For Cc1ccc(OCCNC(=O)N(C)CC(=O)Nc2ccccc2Cl)c(C)c1 the results were hcGAS lum -6.7, NPYLR7 ag -1.7 and mcGAS lum -15.9.
Screening O=C(Nc1cccc(O)c1)c1cnn2c1NC(c1ccco1)CC2C(F)(F)F (stereo not given) returned hcGAS lum -2.3, NPYLR7 ag 2.1 and mcGAS lum -5.2.
For Cc1onc(-c2ccccc2Cl)c1C(=O)NC1CCCCCCCCCCC1 the results were hcGAS lum -4.1, NPYLR7 ag -1.6 and mcGAS lum -5.8.
Screening Cc1ccccc1CN1C(=O)C2(SC(C)(C)CN2C(=O)c2ccc(Cl)cc2)c2ccccc21 (stereo not given) returned hcGAS lum -5.4, NPYLR7 ag -2.1 and mcGAS lum -5.1.

Other compounds.
`COc1cc2c(cc1OC)C(CNC(=O)NC(C)(C)C)N(Cc1ccc(F)cc1)CC2` (stereo not given) gave hcGAS lum -5.1, NPYLR7 ag -2.6 and mcGAS lum -7.9.
Screening Cc1cc(NC(=O)CNc2ccccc2Br)no1 returned hcGAS lum -11.2 and NPYLR7 ag 0.4.
For N#Cc1ccccc1OCC(=O)N1CCN(C(=O)c2cccs2)CC1 the results were hcGAS lum -6.2, NPYLR7 ag -3.9 and mcGAS lum -7.9.
For Cc1ccc2c(c1)NC(=O)c1cc(NS(=O)(=O)CC(C)C)ccc1O2 the results were hcGAS lum 5.4 and NPYLR7 ag 0.3.
`CC(C)CCNC(=O)Cc1csc(SCC(=O)c2cccs2)n1` gave hcGAS lum -2.2, NPYLR7 ag 11.9 and mcGAS lum -5.7.
Clc1ccc(-n2cnnc2C2CCNCC2)cc1 was read as hcGAS lum -4.3, NPYLR7 ag 6.8 and mcGAS lum -19.2.
For COc1cc(F)ccc1-c1cnc(N)cn1 the results were hcGAS lum -4.3, NPYLR7 ag 4.3 and mcGAS lum -17.9.
For CCOc1ccc(/C=C2/SC(=S)NC2=O)cc1OC(=O)c1ccc(F)cc1 the results were hcGAS lum -3.9, NPYLR7 ag -3.1 and mcGAS lum -1.3.
CC(C)Cc1ccc(CN2CC[C@H](CO)[C@@H](O)C2)s1 was read as hcGAS lum 1.8 and NPYLR7 ag 5.8.
CC1CN(Cn2nc(Nc3ccccc3Cl)sc2=S)CC(C)O1 (stereo not given) was read as hcGAS lum -0.4 and NPYLR7 ag 6.5.
Cc1nc([N+](=O)[O-])cn1CCC(=O)NOCc1ccccc1 was read as hcGAS lum -4.5 and NPYLR7 ag 7.3.
N#Cc1ccc(C(=O)Nc2nccn2Cc2ccccc2Cl)nc1 was read as hcGAS lum -7.6 and NPYLR7 ag 5.4.
COc1ccc([N+](=O)[O-])cc1C=C1C(=O)NC(=S)NC1=O was read as hcGAS lum -0.4, NPYLR7 ag -1.1 and mcGAS lum -1.3.
`COc1ccccc1CNC(=O)CSc1nc2c(-c3ccccc3)c[nH]c2c(=O)n1C1CC1` gave hcGAS lum -4.1, NPYLR7 ag -0.7 and mcGAS lum -7.5.
Screening Cc1cc(N2CCN(C(=O)c3scc4c3CCCC4)CC2)nc(N)n1 returned hcGAS lum -0.6, NPYLR7 ag 28.1 and mcGAS lum -12.9.
`CC(C)Oc1ccc(C(=O)Nc2ccc3c(c2)oc(=O)n3C)cn1` gave hcGAS lum 1.7 and NPYLR7 ag -22.2.
CCN1C(=O)N(C2Cc3ccccc3C2)C(=O)C12CCN(Cc1ccc(C#CC(C)(C)O)cc1)CC2 was read as hcGAS lum -1.0, NPYLR7 ag 0.0 and mcGAS lum -10.7.
Cc1ccc(N2CCN(Cc3ccc(F)cc3)C(C)C2=O)cc1C (stereo not given) was read as hcGAS lum -3.2, NPYLR7 ag -3.3 and mcGAS lum -3.1.
Cc1ccsc1[C@@H]1CCN(Cc2ccnn2-c2ccccc2)C[C@H]1O was read as hcGAS lum -6.6, NPYLR7 ag 15.4 and mcGAS lum -15.7.
Screening Cc1cc(NC(=O)CSCC(=O)N2CCN(c3cccc(Cl)n3)CC2)no1 returned hcGAS lum -6.8 and NPYLR7 ag 5.8.
`CSc1nc2ccccc2n1CC(=O)N1CCOCC1` gave hcGAS lum -4.5 and NPYLR7 ag -1.8.
`CCN(Cc1ccc(-c2nc3ccccc3n2C)o1)C1CCS(=O)(=O)C1` (stereo not given) gave hcGAS lum -7.8 and NPYLR7 ag 4.0.
Screening Cc1cc(C)cc(-n2c(-c3sc4ncccc4c3N)n[nH]c2=S)c1 returned hcGAS lum -5.8 and NPYLR7 ag -3.8.
CCCc1nc(C)cc(N2CCNC(=O)CC2)n1 was read as hcGAS lum -5.4 and NPYLR7 ag 8.3.
`COC(=O)CNC(=O)CSc1nnc(NCc2ccccc2)s1` gave hcGAS lum -5.2, NPYLR7 ag 0.0 and mcGAS lum -3.8.

Screening data (PubChem BioAssay)

Compounds as they come; 0.27% or so of the library scored in one or more.
